Bioassay records deposited in PubChem by several laboratories.
IDE cell inh = cellular human IDE inhibition | P14735 | HEK cells, FAbetaB cleavage, fluorescence polarization | inhibition, % at 5.59 µM | AID 434962 | hit rate 0.41% among 320,000;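 active = percent inhibition above the average of all tested compounds plus 3 SD, set per screening campaign, cut at about 16% in these data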;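 note: IDE supplied by intact live HEK cells; FP after avidin binding of uncleaved biotin substrate so inhibition keeps polarization high; 0% = DMSO wells and 100% = 60 µM reference IDE inhibitor Ii1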
p-CIP stab down = lowers stability of the mouse p/CIP coactivator protein; Q05BA5; F442A p/CIP-EGFP cells, EGFP fluorescence, 16 h; decrease of EGFP signal, % at 10 µM; hit rate 0.01% among 290,000;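 active = EGFP signal decrease of at least 30% at 10 µM or well 3 SD below plate mean, unless failing retest; inactive = the rest, including hits failing retest or dose response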; note: some compounds called inactive have numbers as strong as hits; many of its hits are not listed in these tables
MEKK3 PB1 HTS = raises or lowers MEK5 binding to the human MEKK3 PB1 domain; Q99759; bead-based flow cytometry, Alexa488-MEK5 binding to MEKK3; actives lie on both sides; 0 = blocked by unlabeled MEK5, 100 = vehicle; binding response (% of control), % at 10 µM; hit rate 1.4% among 290,000;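 active = binding response more than 3 SD above or below the average of its plate-row segment, actives on both sides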;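 note: Alexa488 bead fluorescence after subtracting the streptavidin-only scavenger bead signal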
Target sequence (Q99759 whole entry, looked up, the tested form may be a part): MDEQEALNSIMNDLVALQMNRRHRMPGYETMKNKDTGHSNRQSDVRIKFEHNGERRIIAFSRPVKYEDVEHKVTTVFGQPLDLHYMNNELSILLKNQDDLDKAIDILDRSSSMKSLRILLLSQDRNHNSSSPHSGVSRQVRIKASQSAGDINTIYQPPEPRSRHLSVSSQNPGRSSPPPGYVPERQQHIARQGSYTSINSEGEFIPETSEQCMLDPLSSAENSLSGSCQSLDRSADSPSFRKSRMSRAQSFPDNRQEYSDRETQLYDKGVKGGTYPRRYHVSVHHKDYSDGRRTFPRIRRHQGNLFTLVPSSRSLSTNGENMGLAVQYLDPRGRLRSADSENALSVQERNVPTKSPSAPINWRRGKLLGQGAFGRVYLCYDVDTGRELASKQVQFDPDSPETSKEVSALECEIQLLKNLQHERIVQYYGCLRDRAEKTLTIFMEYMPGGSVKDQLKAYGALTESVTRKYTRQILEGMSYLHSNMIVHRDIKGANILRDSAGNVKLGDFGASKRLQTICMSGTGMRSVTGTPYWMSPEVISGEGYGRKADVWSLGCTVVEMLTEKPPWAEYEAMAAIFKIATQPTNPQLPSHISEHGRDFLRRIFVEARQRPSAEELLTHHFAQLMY
CHRM4 PAM = potentiates acetylcholine response at human M4 receptor | P08173 | activation, % at 3 µM | hit rate 0.4% among 360,000 | CHO-K1 hM4/Gqi5, Fluo-8 calcium fluorescence, ACh EC20; 0% = ACh EC20, 100% = maximal ACh | AID 624126;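 active = activation above its plate's cutoff, the mean activation of sample wells plus 3 SD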; note: some results filed as inactive read as strong as hits
Target sequence (P08173 whole entry, looked up): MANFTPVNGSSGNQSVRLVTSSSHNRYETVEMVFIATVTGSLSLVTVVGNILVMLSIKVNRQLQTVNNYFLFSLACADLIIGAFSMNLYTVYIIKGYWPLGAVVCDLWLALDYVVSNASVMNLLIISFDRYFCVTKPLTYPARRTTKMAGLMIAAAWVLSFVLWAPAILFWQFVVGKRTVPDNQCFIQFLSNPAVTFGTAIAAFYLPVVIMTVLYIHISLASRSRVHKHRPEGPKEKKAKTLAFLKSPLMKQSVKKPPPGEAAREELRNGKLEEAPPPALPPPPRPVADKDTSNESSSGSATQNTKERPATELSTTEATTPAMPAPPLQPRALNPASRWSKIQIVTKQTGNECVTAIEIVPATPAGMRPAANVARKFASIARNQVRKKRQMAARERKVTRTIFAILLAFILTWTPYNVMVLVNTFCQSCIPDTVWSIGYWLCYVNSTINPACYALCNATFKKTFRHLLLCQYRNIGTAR
PHOSPHO1 block = blocks human PHOSPHO1 phosphatase activity; inhibition, % at 13.3 µM; AID 1565; hit rate 1.1% among 290,000; Q8TCT1; recombinant PHOSPHO1, absorbance phosphatase assay; in the data active = inhibition above about 60%
GalR3 antag = antagonists of human GalR3. inhibition, % at 3 µM. HEK293 GalR3-CNG cAMP membrane potential fluorescence; galR3 body fused to GalR1 C-terminus. O60755. AID 651719. hit rate 0.44% among 360,000;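 active = inhibition above the screen-wide average plus 3 SD, cut at about 13% in these data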;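 note: forskolin and galanin both at EC90 stimulate the cells; cAMP rise reported by CNG channel membrane potential dye signal; 0% = forskolin plus galanin with DMSO and 100% = forskolin alone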
IDE cell activ = boosts human insulin-degrading enzyme activity in HEK cells | P14735 | FAbeta-B cleavage, fluorescence polarization; 0% vehicle, 100% cell-free pure enzyme wells | activation, % at 5.96 µM | hit rate 0.073% among 340,000;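 active = activation above the mean of all tested compounds plus 3 SD, set per screening campaign, cut at about 17% in these data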
CRFBP-R2 block = blocks CRF-induced signaling of the CRF-BP/CRF-R2 complex; AID 588475; hit rate 0.59% among 350,000; inhibition, % at 11.8 µM; HEK293 CRF-R2/CRF-BP, CRF-induced calcium fluorescence;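 active = inhibition of the ligand-induced calcium signal above about 50% at the single tested concentration, limit read from the data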
CRFBP-R2 agonist = CRF-BP/CRF-R2 complex agonism; HEK293 CRF-R2/CRF-BP, calcium dye fluorescence (FLIPR); percent of saturating CRF peptide response; activation, % at 13.2 µM; hit rate 0.46% among 350,000;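 active = activation of at least 50%, plus an integration ratio under a set limit after plate pattern correction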;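 note: plate controls were neutral control wells without compound for no effect and CRF at EC100 for full effect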
The depositor's hits bear a star.

For CCOC(=O)c1c(NC(=O)C(=O)N/N=C/c2ccccc2OC)sc2c1CCCCC2 the results were IDE cell inh 4, p-CIP stab down -21, MEKK3 PB1 HTS 103, CHRM4 PAM -10, PHOSPHO1 block -18, GalR3 antag -1, IDE cell activ 1, CRFBP-R2 block 22 and CRFBP-R2 agonist 3.4.
For COc1ccc(CCNC(=O)CCCn2nc(C)n3ccnc3c2=O)cc1OC the results were IDE cell inh 4, p-CIP stab down 8, MEKK3 PB1 HTS 97, CHRM4 PAM -4, PHOSPHO1 block 12, IDE cell activ -5, CRFBP-R2 block -2 and CRFBP-R2 agonist 0.9.
`Cc1ccc(NC(=S)N2CCN(c3ccccn3)CC2)cc1C` gave IDE cell inh -5, p-CIP stab down -12, MEKK3 PB1 HTS 106, CHRM4 PAM 0, PHOSPHO1 block 34, GalR3 antag 3, IDE cell activ 0, CRFBP-R2 block 5 and CRFBP-R2 agonist -1.6.
For O=C(CN1CCN(Cc2ccc(Cl)cc2)C1=O)NCCCN1CCOCC1 the results were IDE cell inh -3, p-CIP stab down -6, MEKK3 PB1 HTS 107, CHRM4 PAM 9, PHOSPHO1 block -14, GalR3 antag 1, IDE cell activ 2, CRFBP-R2 block -8 and CRFBP-R2 agonist 3.2.
`O=C(C1Cc2ccccc2O1)N1CCCCC1` (centres undefined) gave IDE cell inh -1, p-CIP stab down 7, MEKK3 PB1 HTS 104, CHRM4 PAM -8, PHOSPHO1 block -5, GalR3 antag -4, IDE cell activ -2, CRFBP-R2 block -14 and CRFBP-R2 agonist 3.0.
Screening CCOc1ccc(/C(O)=C2/C(=O)C(=O)N(CC3CCCO3)C2c2ccco2)cc1 (centres undefined) returned IDE cell inh 0, p-CIP stab down -7, MEKK3 PB1 HTS 113, CHRM4 PAM 2, PHOSPHO1 block -29, GalR3 antag -7, IDE cell activ 4, CRFBP-R2 block 4 and CRFBP-R2 agonist -1.2.
CN(C)CCCNC(=O)c1cc2c3ccccc3n(C)c2s1 was read as IDE cell inh 0, p-CIP stab down 1, MEKK3 PB1 HTS 106, CHRM4 PAM -4, PHOSPHO1 block 12, GalR3 antag -5, IDE cell activ -1, CRFBP-R2 block -1 and CRFBP-R2 agonist -0.6.
`CCn1cc(S(=O)(=O)NCCc2ccc(OC)c(OC)c2)cn1` gave IDE cell inh -1, p-CIP stab down -8, MEKK3 PB1 HTS 107, CHRM4 PAM 4, GalR3 antag 0, IDE cell activ 0, CRFBP-R2 block 5 and CRFBP-R2 agonist 0.8.
`CCc1ccccc1S(=O)(=O)Cc1ccc(C(=O)NCc2ccc3c(c2)OCO3)o1` gave IDE cell inh 6, p-CIP stab down -4, MEKK3 PB1 HTS 106, CHRM4 PAM -3, PHOSPHO1 block -19, GalR3 antag 2, IDE cell activ 1, CRFBP-R2 block -17 and CRFBP-R2 agonist -1.5.
`Cc1ccnc(NS(=O)(=O)c2ccc(NC(=O)c3ccc(S(=O)(=O)N4CC(C)OC(C)C4)cc3)cc2)n1` (centres undefined) gave IDE cell inh -1, p-CIP stab down -4, MEKK3 PB1 HTS 85, CHRM4 PAM 9, PHOSPHO1 block -2, GalR3 antag -2, IDE cell activ 2, CRFBP-R2 block 2 and CRFBP-R2 agonist -1.5.
CCCCc1nc2ccccc2c(NC(=O)CNC(C)(C)C)c1CCC was read as IDE cell inh -2, p-CIP stab down -7, MEKK3 PB1 HTS 107, CHRM4 PAM -1, PHOSPHO1 block -3, GalR3 antag -5, IDE cell activ 0, CRFBP-R2 block -62 and CRFBP-R2 agonist 1.4.
`COc1nc(Cl)cn(-c2ccc(C)cc2)c1=O` gave IDE cell inh -5, p-CIP stab down -20, MEKK3 PB1 HTS 101, CHRM4 PAM -6, PHOSPHO1 block -5, GalR3 antag -6, IDE cell activ 1, CRFBP-R2 block -9 and CRFBP-R2 agonist 0.2.
Screening COc1ccc(OC)c2[nH]c(=O)c(CCNC(=O)COc3ccccc3)cc12 returned IDE cell inh 10, p-CIP stab down 5, CHRM4 PAM -3, PHOSPHO1 block 18, GalR3 antag 22*, IDE cell activ 3, CRFBP-R2 block 9 and CRFBP-R2 agonist -4.5.
Screening Cc1cc([N+](=O)[O-])nn1Cn1nc([N+](=O)[O-])cc1C returned IDE cell inh 4, p-CIP stab down 0, MEKK3 PB1 HTS 95, CHRM4 PAM -2, PHOSPHO1 block 12, GalR3 antag -6, IDE cell activ 4, CRFBP-R2 block 0 and CRFBP-R2 agonist -0.4.
`O=c1[nH]c(=O)c2[nH]c(=O)n(-c3ccccc3)c2[nH]1` gave CHRM4 PAM 14, GalR3 antag -5, IDE cell activ 5, CRFBP-R2 block -4 and CRFBP-R2 agonist -0.3.
COc1ccc(N(C(=O)c2ccco2)C(C(=O)NC2CCCC2)c2ccc(N(C)C)cc2)cc1 (centres undefined) was read as IDE cell inh -2, p-CIP stab down -9, MEKK3 PB1 HTS 106, CHRM4 PAM -7, PHOSPHO1 block -3, GalR3 antag -3, IDE cell activ -1, CRFBP-R2 block -5 and CRFBP-R2 agonist -0.8.
`O=C1Cc2cc(NS(=O)(=O)c3cc(F)ccc3F)cc3c2N1CCC3` gave IDE cell inh 0, CHRM4 PAM 0, IDE cell activ 1, CRFBP-R2 block -1 and CRFBP-R2 agonist -1.1.
For Cc1ccc(CCNC(=O)CNC(=S)N(Cc2ccccc2)Cc2cccnc2)cc1 the results were IDE cell inh 1, p-CIP stab down 2, MEKK3 PB1 HTS 111, CHRM4 PAM 2, PHOSPHO1 block -12, GalR3 antag 3, IDE cell activ 3, CRFBP-R2 block 2 and CRFBP-R2 agonist -0.3.
`Cc1ccccc1C(C)NS(=O)(=O)c1ccc2c(c1)OCCO2` (centres undefined) gave IDE cell inh 6, CHRM4 PAM 5, GalR3 antag -1, IDE cell activ 0, CRFBP-R2 block 7 and CRFBP-R2 agonist -1.3.
Cc1nn(CC(=O)NCCC2=CCCCC2)c(C)c1[N+](=O)[O-] was read as IDE cell inh -4, CHRM4 PAM -2, GalR3 antag -5, IDE cell activ 1, CRFBP-R2 block 13 and CRFBP-R2 agonist -0.8.
Screening Cn1nnnc1SCc1cccc(CSc2nnnn2C)n1 returned IDE cell inh 5, p-CIP stab down -6, MEKK3 PB1 HTS 105, CHRM4 PAM 10, PHOSPHO1 block 3, GalR3 antag -4, IDE cell activ 7, CRFBP-R2 block 7 and CRFBP-R2 agonist -1.2.
COCCNC(=O)c1cc2c(-c3ccccc3F)nn(C)c2s1 was read as IDE cell inh 0, p-CIP stab down 6, CHRM4 PAM 1, PHOSPHO1 block -6, GalR3 antag -2, IDE cell activ -2, CRFBP-R2 block -29 and CRFBP-R2 agonist 0.8.
`CCn1cc(/C=C(\NC(=O)c2ccc(OC)c(OC)c2)C(=O)NCCN2CCOCC2)c2ccccc21` gave IDE cell inh 2, p-CIP stab down 0, MEKK3 PB1 HTS 100, CHRM4 PAM 5, PHOSPHO1 block -11, GalR3 antag -7, IDE cell activ 0, CRFBP-R2 block 2 and CRFBP-R2 agonist 14.
Screening COc1ccc([C@H]2CC(=O)C=C(c3ccc4ccccc4c3)C2)cc1OC returned IDE cell inh -3, CHRM4 PAM 8, GalR3 antag -4, IDE cell activ 3, CRFBP-R2 block -8 and CRFBP-R2 agonist 2.1.
`COC(=O)c1ccc(S(=O)(=O)NC(C)(C)C)n1C` gave IDE cell inh 2, p-CIP stab down 0, MEKK3 PB1 HTS 97, CHRM4 PAM 1, PHOSPHO1 block 16, GalR3 antag -7, IDE cell activ 1, CRFBP-R2 block 1 and CRFBP-R2 agonist -0.2.
Screening CC(C)CCN1C(=O)c2ccc(C(=O)Nc3ccccn3)cc2C1=O returned IDE cell inh -3, p-CIP stab down -20, MEKK3 PB1 HTS 109, CHRM4 PAM 6, PHOSPHO1 block 46, GalR3 antag 1, IDE cell activ 0, CRFBP-R2 block -2 and CRFBP-R2 agonist 0.4.
For Cc1cc(OC(C)C(=O)Nc2cccnc2)ccc1Cl (centres undefined) the results were IDE cell inh -1, p-CIP stab down -2, MEKK3 PB1 HTS 103, CHRM4 PAM -3, PHOSPHO1 block 22, GalR3 antag -8, IDE cell activ 4, CRFBP-R2 block 4 and CRFBP-R2 agonist 1.5.
For CCN(CC(=O)Nc1c(F)cccc1F)C(=O)CCCc1c[nH]c2ccccc12 the results were IDE cell inh -3, p-CIP stab down -8, MEKK3 PB1 HTS 100, CHRM4 PAM -6, PHOSPHO1 block 14, GalR3 antag 0, IDE cell activ 0, CRFBP-R2 block -2 and CRFBP-R2 agonist -1.2.
Screening O=C(c1ccccc1NS(=O)(=O)c1ccc(Cl)cc1)N1CCc2ccccc21 returned IDE cell inh -2, p-CIP stab down -4, MEKK3 PB1 HTS 98, CHRM4 PAM 4, PHOSPHO1 block 9, GalR3 antag -5, IDE cell activ 3, CRFBP-R2 block 10 and CRFBP-R2 agonist -3.9.
Screening Cc1ncn(C23CC4CC(CC(C4)C2)C3)n1 returned IDE cell inh 2, p-CIP stab down -12, MEKK3 PB1 HTS 86, CHRM4 PAM -2, PHOSPHO1 block 10, GalR3 antag -7, IDE cell activ -7, CRFBP-R2 block 58* and CRFBP-R2 agonist 6.6.
Screening CCC(=O)N1CCc2cc(S(=O)(=O)NCCC(=O)N3CCN(c4cccc(OC)c4)CC3)ccc21 returned IDE cell inh -4, p-CIP stab down 3, MEKK3 PB1 HTS 99, CHRM4 PAM -8, PHOSPHO1 block 18, GalR3 antag -3, IDE cell activ 2, CRFBP-R2 block -7 and CRFBP-R2 agonist -1.5.
CCCc1cc(=O)n2[nH]cnc2n1 was read as IDE cell inh 0, p-CIP stab down 1, MEKK3 PB1 HTS 96, CHRM4 PAM 1, PHOSPHO1 block 61*, GalR3 antag 1, IDE cell activ 5, CRFBP-R2 block 11 and CRFBP-R2 agonist 0.8.
For CC(=O)C1C(c2ccccc2)c2c(noc2C)CC1(C)O (centres undefined) the results were IDE cell inh 3, p-CIP stab down 0, MEKK3 PB1 HTS 90, CHRM4 PAM -4, PHOSPHO1 block 3, GalR3 antag -1, IDE cell activ 3, CRFBP-R2 block 0 and CRFBP-R2 agonist 3.2.
`COc1ccc(S(=O)(=O)N2CCOCC2)cc1C(=O)NC1CCCCCC1` gave IDE cell inh -2, CHRM4 PAM -1, GalR3 antag -2, IDE cell activ 6, CRFBP-R2 block -3 and CRFBP-R2 agonist -0.1.
Screening COc1ccc(C)cc1NC(=O)N1CCC(CO)(CC2CCCCO2)CC1 (centres undefined) returned IDE cell inh -2, p-CIP stab down -6, MEKK3 PB1 HTS 99, CHRM4 PAM -7, PHOSPHO1 block 50, GalR3 antag -5, IDE cell activ -3, CRFBP-R2 block 3 and CRFBP-R2 agonist -0.1.
NC(=O)c1nc2c([nH]c1=O)CCCC2 was read as CHRM4 PAM 0, GalR3 antag -5, CRFBP-R2 block 13 and CRFBP-R2 agonist 0.0.
For CN(C)c1ccc(N/C=C/C(=O)C(C)(C)C)cc1 the results were IDE cell inh 3, p-CIP stab down -7, MEKK3 PB1 HTS 100, CHRM4 PAM -1, PHOSPHO1 block 24, GalR3 antag 3, IDE cell activ -5, CRFBP-R2 block -2 and CRFBP-R2 agonist 1.1.
Screening COCCN(C(=O)COC(=O)C1(C)CC1(Cl)Cl)c1c(N)n(Cc2ccccc2)c(=O)[nH]c1=O (centres undefined) returned IDE cell inh 10, p-CIP stab down -3, MEKK3 PB1 HTS 96, CHRM4 PAM 10, PHOSPHO1 block 9, GalR3 antag -1, IDE cell activ -8, CRFBP-R2 block -4 and CRFBP-R2 agonist -0.2.
